ASM inhibitor – inhibitors of human secretory acid sphingomyelinase. AID 504937. placental ASM, HMU-PC fluorogenic substrate, 60 min. Potency, µM (highest dose often 57.5 µM), inactives show at the top dose activity change, negative = inhibition, actives largely listed as inhibitors. P17405. 0.006% of 340,000 active; note: potency is the fitted concentration of half-maximal effect
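Fluorescence read-out (Ex 386 nm, Em 447 nm) after stopping the reaction at pH 10. Enzyme: ASM from human placenta; substrate HMU-PC0, 9 uM final; 60 min, 37 °C. Compound preincubation 10 min, ambient temperature.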
TSHR antagonist – antagonists of human thyroid stimulating hormone receptor; P16473; TSHR-expressing cells, TSH-stimulated cAMP HTRF, 2 h; hits give low values; activity change, negative = inhibition, % at 11.5 µM; 0.2% of 330,000 active;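 active = activity change below a set negative limit, meaning inhibition stronger than a set level, cut at about -70% in these data; inconclusive = activity change between two set negative limits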; note: % is set by controls: 0 for no effect and ±100 for the full control effect
Target sequence (P16473 whole entry, looked up): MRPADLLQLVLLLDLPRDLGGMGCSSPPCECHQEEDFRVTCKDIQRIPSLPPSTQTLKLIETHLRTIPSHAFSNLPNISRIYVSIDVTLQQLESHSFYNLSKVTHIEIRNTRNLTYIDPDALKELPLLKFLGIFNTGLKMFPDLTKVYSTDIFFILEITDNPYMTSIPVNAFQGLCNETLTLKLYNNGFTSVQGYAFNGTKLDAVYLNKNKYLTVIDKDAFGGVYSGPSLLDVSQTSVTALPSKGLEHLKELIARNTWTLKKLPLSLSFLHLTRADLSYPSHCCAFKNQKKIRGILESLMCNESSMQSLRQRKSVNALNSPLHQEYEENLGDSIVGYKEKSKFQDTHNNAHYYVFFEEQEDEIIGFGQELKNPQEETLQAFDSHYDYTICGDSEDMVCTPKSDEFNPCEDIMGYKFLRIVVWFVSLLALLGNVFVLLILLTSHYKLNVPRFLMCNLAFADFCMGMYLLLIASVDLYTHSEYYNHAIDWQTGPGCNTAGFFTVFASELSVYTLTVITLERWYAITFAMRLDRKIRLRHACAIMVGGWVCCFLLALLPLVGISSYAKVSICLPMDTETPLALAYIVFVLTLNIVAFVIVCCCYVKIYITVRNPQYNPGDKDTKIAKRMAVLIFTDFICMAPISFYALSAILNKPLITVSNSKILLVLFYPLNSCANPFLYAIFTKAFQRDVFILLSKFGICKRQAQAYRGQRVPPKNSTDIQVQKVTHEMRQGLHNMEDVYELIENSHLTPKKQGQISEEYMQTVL
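Antagonism was scored as loss of TSH-driven cAMP in TSHR cells, stimulated with 4nM TSH (EC80) for 2 hours at 37 deg C and detected by homogeneous HTRF competition immunoassay.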
MLL CXXC-DNA inh – blocks binding of human MLL CXXC domain to DNA. MLL-CXXC / FITC-HOXA9 DNA fluorescence polarization. Potency, µM (titrated, usually from 115 µM), inactives show top-dose activity change, negative = inhibition, actives largely listed as inhibitors. 0.037% of 290,000 active. AID 2662; active = well fitted inhibition curve with a large enough effect in the polarisation, with a control signal flat, not every such curve was filed as active; inconclusive = small, poorly fitted or top-dose-only effect, or effect the other way, or a change in a side signal; inactive = no such curve, though single readings can be large or run the other way; the % refers to the polarisation; note: potency is the fitted concentration of half-maximal effect
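Steps: dispense CXXC domain solution (7 uM) → pin compounds or unlabeled HOX-A9 DNA control → 5 min ambient → add FLSN-HOX-A9 solution (50 nM) → spin → 30 min ambient → fluorescence polarization. Tris pH 7.5/NaCl/DTT/BSA buffer.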
PTAP TSG101 blk – blocks PTAP/TSG101 interaction to inhibit HIV-1 budding; Fluorescence polarization, FITC-PTAP peptide / Tsg101 binding; Potency, µM (titrated, usually from 115 µM), for the others: top-dose activity change, negative = inhibition, actives largely listed as inhibitors; 340,000 tested, under 10 active; AID 493005; active = well fitted inhibition curve with a large enough effect in the main read-out, with a control signal flat, not every such curve was filed as active; inconclusive = small, poorly fitted or top-dose-only effect, or effect the other way, or a change in a side signal; inactive = no such curve, though single readings can be large or run the other way; note: potency is the fitted concentration of half-maximal effect; % of control where 0% means no effect
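Tsg101 binding domain (10 uM final) was mixed with compound and a FITC-labeled PTAP peptide (50 nM final) in HEPES pH 7.5 buffer with NaCl, Tween 20, EDTA and TCEP; fluorescence polarization was read after 20 min at r.t.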
Mito fusion act – mitochondrial division inhibition or fusion activation; S. cerevisiae fusion-defective mutant growth rescue, CellTiterGlo 48 h; Potency, µM (top dose mostly 46.1 µM), for the others: at the top dose growth rescue (activation), most hits filed as activators; 0.23% of 320,000 active;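 note: potency is the fitted concentration of half-maximal effect; % of control where 0% means no effect; nearly all actives have a fitted effect of over 45% in size; temperature-sensitive fusion mutants such as fzo1-1 at 37 °C on non-fermentable ethanol glycerol medium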
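Temperature-sensitive fusion-defective S. cerevisiae (e.g. fzo1-1, mgm1-5) were grown with compound in YPEG medium (3% ethanol, 3% glycerol) for 48 hours at 37C. Growth rescue was measured as viability by CellTiterGlo luminescence after 10 minutes at ambient.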
AT treatment – potential ataxia-telangiectasia treatment. Potency, µM (titrated, usually from 57.5 µM), inactives show top-dose activation, usual class: activators. 0.19% of 320,000 active. […] A-T fibroblasts, KAP-1 phosphorylation AlphaLISA; neocarzinostatin DNA damage 30 min before lysis; note: potency is the fitted concentration of half-maximal effect; % of control where 0% means no effect; nearly all actives have a fitted effect of over 45% in size
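ATM-like activity read as KAP-1 phosphorylation via AlphaLISA donor/acceptor antibody pairs after lysis and 6 hr at 25C. Cells were ATM-null patient fibroblasts ([…], hTERT), dosed 60 min, then exposed to the DSB inducer NCS for 30 min.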
Integrin act MD – integrin-mediated muscular dystrophy alleviation activation; alpha7betagal myoblasts, beta-gal FDG fluorescence, 48 h; Potency, µM (series often up to 38.3 µM), for inactives: at the top dose activation, usual class: activators; 0.064% of 350,000 active;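 note: potency is the fitted concentration of half-maximal effect; 100% = response of the positive control SU9516; nearly all actives have a fitted effect of over 60% in size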
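Alpha7betagal+/- myoblasts (passage 13) were plated 16-24 hr, then exposed to compounds (1:260 dilution of DMSO stock) for 48 hours at 37C. After MPER lysis, β-galactosidase reporter activity was read as FDG fluorescence (ex 480/em 540) after 30 minutes.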
MBNL1 CUG block – MBNL1-poly(CUG) RNA binding inhibition | 0.036% of 280,000 active | TR-FRET MBNL1-His/biotin-(CUG)12 binding, 665/545 ratio | Potency, µM (doses to about 57.5 µM), inactives show at the top dose activity change, negative = inhibition, actives largely listed as inhibitors; active = well fitted inhibition curve with a large enough effect in the signal ratio, with a control signal flat, not every such curve was filed as active; inconclusive = small, poorly fitted or top-dose-only effect, or effect the other way, or a change in a side signal; inactive = no such curve, though single readings can be large or run the other way; the % refers to the signal ratio; note: potency is the fitted concentration of half-maximal effect; % is set by controls: 0 for no effect and ±100 for the full control effect
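MBNL1-His + Biotin-(CUG)12, cpd titration 92 nM–58 uM; Tb anti-His Ab 0.055 ng/ul, SA-XL665 5 nM (final); 60 min RT; ratiometric 665/545 nm, Ex 340 nm; normalized to buffer and full-complex controls.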
Menin-MLL TR inh – displaces Texas Red mutant MLL peptide from human menin | AID 1768 | Menin + Texas Red MLL mutant peptide, fluorescence polarization | Potency, µM (doses to about 61.6 µM), without a hit: at the highest dose FP activity change, negative = inhibition, actives largely listed as inhibitors | O00255 | 0.23% of 270,000 active; active = well fitted inhibition curve with a large enough effect in the polarisation, with a control signal flat, not every such curve was filed as active; inconclusive = small, poorly fitted or top-dose-only effect, or effect the other way, or a change in a side signal; inactive = no such curve, though single readings can be large or run the other way; the % refers to the polarisation; note: potency is the fitted concentration of half-maximal effect; % of control where 0% means no effect; many of its hits are not listed in these tables
TCR act – activators of T cell receptors; AID 504894; Potency, µM (highest dose often 9.22 µM), without a hit: top-dose activation of IL-2 secretion, actives largely listed as activators; 330,000 tested, under 10 active; primary human leukocytes, anti-CD3, IL-2 HTRF, 48 h; note: % of control where 0% means no effect
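Compounds are tested in HTS on primary human leukocytes co-incubated with a-CD3 beads for 48 hr. IL-2 output is measured by time-resolved FRET.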
* marks the source's active call; other numbers are inactive results; u = inconclusive; x = not tested or not shown; & = joins results of further samples; [ ] = another dose, or the depositor's remark. Unless noted, calls come from the whole dose curve; as a rule, active = well fitted curve in the direction sought with a large enough effect; inconclusive = small, poorly fitted or top-dose-only effect, or another doubt; inactive = no such curve, though single readings can be large; an effect the other way counts as inactive or inconclusive. These rows are one share of the data. The share of hits here may be higher or lower than overall.

nr	canonical_smiles	ASM inhibitor	TSHR antagonist	MLL CXXC-DNA inh	PTAP TSG101 blk	Mito fusion act	AT treatment	Integrin act MD	MBNL1 CUG block	Menin-MLL TR inh	TCR act
1	CCOC(=O)c1sc(N)c(C(=O)OCC)c1COC(=O)C1CC(=O)N(Cc2ccco2)C1 (centres undefined)	-1.7%	-7.5	-3.0%	-2.0%	0.2%	14.3%	-2.2%	0.0%	-11.0%	-9.5%
2	O=C(O)CCSc1nc2ccccc2n1Cc1ccccc1	4.4%	-116.6*	-18.8%	-5.0%	6.5%	6.1%	-10.3%	-4.9%	-0.6%	-11.8%
3	CC1CCN(S(=O)(=O)c2cccc(-c3csc(-c4cccnc4)n3)c2)CC1	-3.1%	-11.0	4.9%	-0.3%	15.7%	2.3%	-9.6%	6.0%	x	-5.2%
4	Cn1c(SCC(=O)c2ccccc2)nnc1-c1ccco1	-0.6%	-8.1	0.3%	-5.4%	-2.7%	x	-16.5%	22.7%	-1.6%	0.0%[46.1 µM]
5	CSc1ccc(/C=N/NC(=O)CN2CCN(Cc3ccc(C)cc3)CC2)cc1	3.1%	0.8	2.7%	-0.9%	-2.7%	2.5%	6.7%	1.4%	-15.0%	4.5%[46.1 µM]
6	CN(C)/C=C1\N=C(c2cccs2)OC1=O	11.9%	6.8	0.8%	-2.5%	-0.9%	4.3%	-15.6%	u	-2.4%	-0.4%
7	C=CCc1ccccc1OCCNCCCOC	2.6%	-1.7	-4.4%	-4.4%	-2.4%	3.7%	23.0%	3.7%	-23.6%	11.8%[46.1 µM]
8	COC(=O)c1ccc(NC(=O)CCCCCn2nnc3ccccc3c2=O)cc1	-3.0%	3.3	-5.4%	-0.9%	-3.9%	-3.4%	6.2%	7.4%	6.3%	-0.4%
9	COC(=O)[C@]1(C)N[C@H](CN(C)C(=O)Nc2ccc(F)cc2)[C@@H]2C(=O)N(C)C(=O)[C@@H]21	1.0%	-3.9	x	-2.5%	x	0.8%	19.0%	x	x	-1.6%
10	COc1ccccc1-n1nnnc1SCC(=O)NCC1CCCO1 (centres undefined)	1.4%	0.3	x	-4.0%	-1.7%	-8.9%	23.6%	x	x	-5.2%
11	COc1cc(C(=O)Nc2cccnc2)cc(OC)c1OC	1.1%	-5.3	4.1%	0.2%	2.9%	5.9%	19.1%	5.0%	-14.0%	x
12	N#Cc1nc(-c2ccc(F)cc2)oc1NCc1ccco1	-2.2%	-10.6	7.4%	-8.7%	7.9%	11.5%	u	-4.7%	x	-62.1%
13	Cc1onc(-c2c(F)cccc2Cl)c1C(=O)NCCCN1CCOCC1	-0.8%	x	5.3%	-8.9%	0.4%	5.0%	-8.5%	7.9%	26.5%	4.5%
14	COc1ccccc1CN(Cc1cc2cc(C)ccc2[nH]c1=O)Cc1nnnn1CC1CCCO1 (centres undefined)	-3.3%	12.0	8.2%	1.9%	-2.3%	x	10.6%	15.3%	-5.8%	-6.3%
15	CCC1(C)CC(C(CC(=O)O)c2ccc(C)cc2)CCO1 (centres undefined)	0.2%	-3.1	-8.9%	-2.5%	-3.2%	x	18.7%	1.9%	4.9%	-4.8%
16	CCCCc1nc2cc(C(=O)N3CCC(OCCOC)CC3)ccc2o1	1.2%	1.5	26.3%	-6.5%	0.8%	10.1%	0.0%	6.0%	x	-1.7%
17	Cc1cc(C)n2nc(SCC3COc4ccccc4O3)nc2n1 (centres undefined)	-0.1%	-4.4	-5.2%	-0.7%	9.3%	1.7%	-22.3%	19.1%	20.0%	-6.3%
18	Cn1c(=O)n(C)c2cc(S(=O)(=O)NCCOCCO)ccc21	-1.1%	5.4	-9.0%	-1.8%	-0.7%	0.7%	-7.4%	5.1%	0.1%	1.7%
19	Cc1ccc(/C=C2\SC(=S)N(CCC(=O)NNS(=O)(=O)c3ccc(C)cc3)C2=O)cc1	-6.4%	11.1	43.0%[activator]	-0.8%	-4.2%	3.4%	-3.5%	-1.4%	-16.6%	4.5%[46.1 µM]
20	CCN(Cc1ccccc1)C(=O)c1cc(-c2ccc(OC)c(OC)c2)nc2ccccc12	71.5%[activator]	-7.1	-1.2%	-5.2%	4.2%	27.8%	-9.6%	0.2%	x	-6.0%
21	CN(C)Cc1c(C(=O)N/N=C/c2ccco2)nnn1-c1nonc1N	-1.0%	4.5	-4.6%	-2.7%	6.7%	-1.6%	-60.8%[inhibitor]	u	7.9%	-1.7%
22	N#CC(C(N)=O)=C1CCCCC1	6.2%	5.0	-5.2%	-0.3%	-1.8%	7.7%	36.3%	2.0%	x	-19.1%
23	CC(C)(C)NC(=O)/C(=C\c1ccccc1F)NC(=O)c1ccc([N+](=O)[O-])cc1	1.5%	0.8	-7.7%	-6.6%	-4.6%	4.6%	6.4%	u	9.3%	-7.2%
24	COc1ccc(/C=C2/C(=O)N(c3ccccc3)N=C2C)cc1	-4.9%	x	x	-5.3%	x	x	20.9%	x	x	-63.7%
25	CCn1c(SCC(=O)NC2CCCC2)nnc1-c1c[nH]c2ccccc12	-0.8%	1.5	9.7%	-4.7%	-6.0%	5.2%	-5.5%	4.4%	9.0%	-7.5%
26	COC(=O)CNC(c1ccccc1)c1cc(Br)ccc1N (centres undefined)	-1.6%	-3.0	-9.3%	1.1%	9.4%	34.6%	-10.2%	-2.4%	x	-4.8%
27	O=C(CN1CCN(c2ccccc2)CC1)Nc1nccs1	19.8%	-6.8	1.0%	-3.6%	-0.2%	0.4%	4.2%	-8.1%	-3.1%	2.9%
28	Cn1c(=O)n(/N=C/c2ccccc2)c2ccccc21	1.7%	-9.2	2.7%	-1.7%	7.6%	21.7%	-1.6%	0.2%	28.6%	8.1%[46.1 µM]
29	COC(=O)CSc1nnc(-c2ccc(S(=O)(=O)NCc3ccccc3Cl)cc2)o1	-0.7%	-12.3	11.6%	-0.4%	-2.3%	1.0%	20.9%	0.9%	-0.5%	7.0%
30	CCCn1c(NC(=O)C2CCN(S(=O)(=O)c3cccs3)CC2)nc2ccccc21	-3.7%	15.8	-9.1%	-8.1%	4.8%	-16.6%	-48.1%[inhibitor]	u	8.5%	-2.9%
31	Cc1ccc(CSc2nc3c(cc2C#N)CCC3)cc1	-2.0%	4.6	-2.1%	-3.1%	2.2%	-1.0%	11.9%	-1.9%	-28.7%	-3.6%
32	Cc1ccc(-n2ncc(C(=O)NCc3ccc4c(c3)OCO4)c2NC(=O)c2ccco2)cc1C	-0.7%	6.4	3.9%	-3.2%	-1.4%	-3.9%	6.8%	-5.9%	-1.4%	x
33	Cc1ccc(C)c(NC(=O)c2ccc3ccccc3n2)c1	-3.7%	-10.7	-6.9%	-3.4%	3.8%	x	13.6%	-4.0%	2.7%	6.7%
34	Cc1ccc(-c2nnc(CSc3nnc(COc4ccccc4)n3-c3ccc(C)cc3)o2)cc1	-15.4%	-1.3	-3.4%	-9.0%	u	3.8%	-21.4%	-19.4%	-17.4%	-1.3%
35	CN(C)CCN(Cc1ccccc1)c1ccccn1	6.8%	-8.4&14.4	4.0%&-9.1%&-0.8%	1.0%	-3.7%&6.3%	-5.6%	x	-8.3%&-6.2%	6.7%&-8.6%&-9.7%	1.2%
36	Cc1ccc(S(=O)(=O)N2CCN(c3nn(C)c(=O)n(C)c3=O)CC2)cc1C	2.9%	-3.0	x	-1.0%	3.3%	9.7%	13.9%	x	x	2.2%
37	Cc1c(N2C(=O)/C(=C/c3ccccc3)SC2=S)c(=O)n(-c2ccccc2)n1C	-9.6%	-4.2	-14.6%	3.5%	-6.5%	-4.3%	-23.0%	u	u	-1.5%
38	O=C(Nc1ccc(F)cc1)N1CCCN(c2ccc(C(F)(F)F)cn2)CC1	-1.2%	-6.9	9.4%	0.8%	-1.1%	2.1%	7.7%	-0.5%	x	7.6%
39	O=c1c2cc(Cl)ccc2nc(-c2ccc([N+](=O)[O-])cc2)n1O	-0.2%	6.3	2.4%	-0.5%	-6.7%	-1.8%	-20.3%	x	23.5%	5.1%
40	COCCSc1nnc(NC(=O)C2CCCO2)s1 (centres undefined)	0.6%	6.5	5.6%	-0.3%	1.9%	4.1%	-7.1%	-0.6%	-8.5%	-2.9%
41	NC(=O)CC[C@H](NC(=O)c1ccc(F)cc1)C(=O)OCC(=O)NCc1ccc2c(c1)OCO2	0.7%	4.4	x	0.4%	x	10.2%	-8.3%	x	x	-0.1%[46.1 µM]

Screening data: PubChem BioAssay, National Center for Advancing Translational Sciences (NCATS)
